Glioma ERSR ind – qHTS for Inducers of the Endoplasmic Reticulum Stress Response (ERSR) in Human Glioma: qHTS | U87-MG GRP78 promoter luciferase reporter, 16 h | Potency, µM, for inactives: at the highest dose activation, hits mostly activators | 0.02% of 420,000 active; note: potency is the fitted concentration of half-maximal effect; series mostly up to about 76 µM; % of control where 0% means no effect; nearly all actives have a fitted effect of over 35% in size
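ERSR induction read as luciferase luminescence (Bright-Glo, 10 min at room temperature) in stably transfected human U87-MG glioma cells exposed to compounds for 16 h, using GRP78 as sensor.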
USP1-UAF1 inh – Inhibitors of USP1/UAF1: Primary Screen | recombinant USP1/UAF1, Ub-Rhodamine cleavage fluorescence | Potency, µM (series often up to 57.1 µM), for inactives: at the top dose activity change, negative = inhibition, usual class: inhibitors | 0.23% of 390,000 active; note: potency is the fitted concentration of half-maximal effect; % is set by controls: 0 for no effect and ±100 for the full control effect; nearly all actives have a fitted effect of over 60% in size; inactives centre near -12
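High-throughput fluorogenic screen: 1nM USP1/UAF1 complex, Ub-Rho substrate 150nM final, 50mM HEPES pH 7.8 with 0.5mM EDTA, 0.1 mg/ml BSA, 1mM TCEP and 0.01% Tween-20.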
Vif-A3G inh – qHTS for Inhibitors of Vif-A3G Interactions: qHTS. Potency, µM (highest dose often 46.1 µM), inactives show at the highest dose activity, negative = active, hits mostly inhibitors. DNA dC->dU-editing enzyme APOBEC-3G (Homo sapiens), Q9HC16. HeLa A3G-eYFP + Vif (tagged APOBEC3G with the HIV-1 protein that degrades it), YFP fluorescence, overnight. 0.076% of 410,000 active;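 note: potency is the fitted concentration of half-maximal effect; % is set by controls: 0 for no effect and ±100 for the full control effect; nearly all actives have a fitted effect of over 60% in size; hits raise eYFP signal because A3G escapes Vif-driven loss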
Target sequence (Q9HC16 whole entry, looked up): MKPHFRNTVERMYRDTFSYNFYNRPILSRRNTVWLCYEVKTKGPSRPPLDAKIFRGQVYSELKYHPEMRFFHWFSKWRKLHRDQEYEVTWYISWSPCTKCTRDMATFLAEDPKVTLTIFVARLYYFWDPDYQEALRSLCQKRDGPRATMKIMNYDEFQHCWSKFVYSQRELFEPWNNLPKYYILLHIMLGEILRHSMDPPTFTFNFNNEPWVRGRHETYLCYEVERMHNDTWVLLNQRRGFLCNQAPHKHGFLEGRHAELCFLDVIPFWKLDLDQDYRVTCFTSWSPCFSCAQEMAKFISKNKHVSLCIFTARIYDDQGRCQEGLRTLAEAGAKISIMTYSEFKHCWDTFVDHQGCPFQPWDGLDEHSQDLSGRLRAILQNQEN
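HeLa cells stably expressing Vif and C-terminally eYFP-tagged A3G, seeded overnight at 37 deg C, then exposed to compound by pintool overnight at 37 deg C. Rise in yellow fluorescence (Ex 488/Em 500-530, Acumen) marks blocked Vif-driven A3G degradation.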
Vif-A3F inh – qHTS for Inhibitors of Vif-A3F Interactions: qHTS; HeLa A3F-eYFP + Vif (tagged APOBEC3F with the HIV-1 protein that degrades it), YFP fluorescence increase; Potency, µM (series often up to 46.1 µM), for the others: at the top dose activity, negative = active; 0.2% of 390,000 active; AID 602313, 2012; note: potency is the fitted concentration of half-maximal effect; % of control where 0% means no effect; nearly all actives have a fitted effect of over 65% in size
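Fluorescence increase (Ex 488/Em 500-530) after overnight compound treatment at 37 deg C flags inhibition of Vif-driven A3F-eYFP loss in stable HeLa A3F-eYFP/Vif cells seeded overnight beforehand.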
LDHA inh – qHTS assay for inhibitors of human lactate dehydrogenase. L-lactate dehydrogenase A chain (Homo sapiens), P00338. purified LDHA, NADH/diaphorase-resazurin fluorescence; hits give low values. activity change, % (values are at about 110 or 230 µM). 0.15% of 480,000 active. AID 1347041, 2019; in the data active = activity change below about -30%; inconclusive = mostly about -25% to -30%;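 note: plate controls were DMSO wells for no effect and wells without enzyme for full effect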
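Human LDH5 at 2 nM final in Tris HCl pH 7.4 with 0.06 mM NADH and 0.2 mM pyruvate, reacted 5 minutes at room temperature. Remaining NADH coupled via diaphorase/resazurin; resorufin fluorescence read at 0 and 20 minutes, normalized to enzyme-free and DMSO wells.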
TrxR1 substrate – qHTS Assay for Substrates of Mammalian Selenoprotein Thioredoxin Reductase 1 (TrxR1): qHTS; 0.01% of 390,000 active; Potency, µM (series often up to 114 µM), for inactives: at the top dose activity change, negative = substrate turnover; purified TrxR1 substrate turnover, NADPH consumption readout; Thioredoxin reductase 1, cytoplasmic (Rattus norvegicus), O89049; note: potency is the fitted concentration of half-maximal effect; % is set by controls: 0 for no effect and ±100 for the full control effect; nearly all actives have a fitted effect of over 50% in size
Target sequence (O89049 whole entry, looked up): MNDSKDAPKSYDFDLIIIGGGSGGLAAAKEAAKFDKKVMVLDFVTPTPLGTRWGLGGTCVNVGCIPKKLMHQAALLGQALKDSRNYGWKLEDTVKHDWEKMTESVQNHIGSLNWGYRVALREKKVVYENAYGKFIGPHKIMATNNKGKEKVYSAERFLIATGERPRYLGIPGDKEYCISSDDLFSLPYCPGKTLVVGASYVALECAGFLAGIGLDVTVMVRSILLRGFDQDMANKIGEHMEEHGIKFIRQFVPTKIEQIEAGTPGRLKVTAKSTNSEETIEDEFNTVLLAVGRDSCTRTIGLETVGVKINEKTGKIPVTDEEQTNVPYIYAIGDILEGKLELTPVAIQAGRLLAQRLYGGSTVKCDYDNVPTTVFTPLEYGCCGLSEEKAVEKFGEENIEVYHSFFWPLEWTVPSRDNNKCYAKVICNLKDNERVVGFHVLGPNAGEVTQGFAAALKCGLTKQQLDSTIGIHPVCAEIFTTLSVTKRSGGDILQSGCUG
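Rat TrxR1, dispensed at 90 nM, was prereduced with 400 uM NADPH (final) for 5 min at ~22 deg C, then incubated with compound 15 min before 400 uM selenite. A first-read NADPH fluorescence drop versus no-compound background flagged substrates.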
IDH1 R132H inh – qHTS for Inhibitors of mutant isocitrate dehydrogenase 1 (IDH1): qHTS. AID 602179, 2012. 0.093% of 390,000 active. Potency, µM (doses to about 76.6 µM), for the others: at the highest dose activity change, negative = inhibition, hits mostly inhibitors. IDH1-R132H enzyme, NADPH consumption, diaphorase/resazurin fluorescence. Isocitrate dehydrogenase [NADP] cytoplasmic (Homo sapiens), O75874; note: potency is the fitted concentration of half-maximal effect; % is set by controls: 0 for no effect and ±100 for the full control effect; nearly all actives have a fitted effect of over 65% in size
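IDH1-R132H (0.5 ug/mL dispensed) in pH 7.5 Tris buffer was preincubated 30 min with compound, then given a substrate mix of 0.016 mM NADPH and 2 mM alpha-KG for 80 min at room temperature; remaining NADPH was read by diaphorase/resazurin fluorescence.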
RGS4 inh – Inhibitors of Regulator of G Protein Signaling (RGS) 4: qHTS. Regulator of G-protein signaling 4 (Homo sapiens), P49798. Transcreener GDP fluorescence polarization, RGS4-accelerated GTP hydrolysis. Potency, µM (doses to about 114 µM), without a hit: top-dose activity change, negative = inhibition, actives largely listed as inhibitors. 0.039% of 390,000 active; note: potency is the fitted concentration of half-maximal effect; % is set by controls: 0 for no effect and ±100 for the full control effect; nearly all actives have a fitted effect of over 75% in size; some results filed as inactive show a strong effect at the top dose
Target sequence (P49798 whole entry, looked up): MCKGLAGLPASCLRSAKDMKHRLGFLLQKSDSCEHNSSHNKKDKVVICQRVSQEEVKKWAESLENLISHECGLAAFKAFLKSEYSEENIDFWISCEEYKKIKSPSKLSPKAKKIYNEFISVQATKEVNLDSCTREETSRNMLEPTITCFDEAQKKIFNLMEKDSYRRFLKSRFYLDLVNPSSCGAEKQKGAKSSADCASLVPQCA
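MLSMR compounds (23 nl, pin-transferred) preincubated 10 min at room temperature with a 500nM (2x) first reagent, then RGS4 at 900nM (2x) plus Transcreener GDP mix added; fluorescence polarization (620/688 nm) read before and after 90 min at 30 °C.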
rTrxR1 inhibitor – qHTS Assay for Inhibitors of Mammalian Selenoprotein Thioredoxin Reductase 1 (TrxR1): qHTS; Thioredoxin reductase 1, cytoplasmic (Rattus norvegicus), O89049; recombinant rTrxR1, NADPH fluorescence consumption, selenite substrate; Potency, µM (series often up to 114 µM), inactives show at the highest dose activity change, negative = inhibition, usual class: inhibitors; 1% of 390,000 active; AID 588453, 2011; note: potency is the fitted concentration of half-maximal effect; % is set by controls: 0 for no effect and ±100 for the full control effect; nearly all actives have a fitted effect of over 65% in size
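Rat TrxR1 (90 nM in the dispensed reagent) was pre-reduced with 400 uM NADPH for 5 min at room temperature, then incubated with compound for 15 min. After 400 uM selenite was added, NADPH fluorescence (Ex 340/Em 450 nm) was followed for 8 min.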
The depositor's hits bear a star; ? = inconclusive; · = no result given; [ ] = remark or other dose. Unless noted, calls come from the whole dose curve; as a rule, active = well fitted curve in the direction sought with a large enough effect; inconclusive = small, poorly fitted or top-dose-only effect, or another doubt; inactive = no such curve, though single readings can be large; an effect the other way counts as inactive or inconclusive. Not all compounds are listed, so the mix of outcomes need not match the whole.

no.	structure	USP1-UAF1 inh	Glioma ERSR ind	rTrxR1 inhibitor	TrxR1 substrate	Vif-A3F inh	Vif-A3G inh	RGS4 inh	IDH1 R132H inh	LDHA inh
1	O=C1c2ccccc2S(=O)(=O)c2cc(C(=O)N3CCN(C(=O)c4ccccc4)CC3)ccc21	12%	-3%	0%[57.1 µM]	4%[57.1 µM]	-5%	0%	1%	-4%	-3
2	COc1ccc(S(=O)(=O)N2CCOCC2)cc1NC(=O)c1c(-c2ccccc2)noc1C	-8%	-4%	7%[57.1 µM]	-12%	1%	1%	-19%	-2%	0
3	COc1ccccc1OCCn1c(NC(=O)c2ccc(Cl)cc2)nc2ccccc21	18%	-1%	10%	32%[activator]	4%	-1%	-33%	-4%	-2
4	O=C(CSc1nnc(NC(=O)c2ccco2)s1)Nc1ccccc1Br	-15%	-1%	13%[57.1 µM]	8%[57.1 µM]	-29%	-5%	-7%	-5%	-4
5	Cc1ccc(C)c(C(=O)COc2ccc(C)nc2[N+](=O)[O-])c1	-1%	-14%	-59%	3%[57.1 µM]	2%	-20%	-18%	1%	19
6	Cc1c(C(=O)N2C[C@@H](C)O[C@@H](C)C2)oc2c(F)cccc12	-14%	3%	4%	3%	11%	1%	-15%	1%	1
7	Cc1nc2nc[nH]n2c(=O)c1NC(=O)c1cccc(OCC(C)C)c1	-4%	-2%	22%	9%	-9%	2%	20%	-3%	-3
8	O=C(CN1CCN(c2ncccn2)CC1)NCCC1=CCCCC1	-2%	-4%	10%	5%[57.1 µM]	-6%	-2%	4%	2%	-15
9	O=C(OCc1ccc(Cl)c(Cl)c1)c1ccc[nH]1	-20%	5%	10%	1%	-10%	-7%	-2%	0%	5
10	CCOC(=O)C1CCCN(C(=O)CSc2ccc(Br)cc2)C1 (stereo not drawn)	-1%	0%	-13%[57.1 µM]	0%[57.1 µM]	-12%	1%	?	20%	-7
11	Cc1cc(Cl)c(S(=O)(=O)NCCC(=O)O)cc1OCC(N)=O	1%	-4%	16%	-1%	-1%	2%	2%	6%	-8
12	O=C(NNc1cccc(Cl)n1)c1ccc(Cl)cc1Cl	-22%	5%	15%	6%	-3%	0%	10%	5%	0
13	COc1ccc(COC(=O)CCc2c[nH]c3ccccc23)cc1F	-21%	0%	19%	-6%	1%	4%	-15%	-4%	-3
14	c1ccc2c(c1)nc(N1CCCCCC1)c1nncn12	2%	-1%	·	·	-2%	-7%	·	-1%	-6
15	O=C1OCCC1=COCCCCCOC=C1CCOC1=O	-18%	-5%	·	·	-2%	-3%	·	5%	-2
16	Cc1cc(C(=O)N2CCC(C)CC2)on1	-5%	5%	21%[57.1 µM]	1%[57.1 µM]	-6%	0%	-15%[56.9 µM]	6%	-5
17	COc1ccc(CC(=O)N(Cc2ccccc2)c2ccc(C)cc2)cc1S(=O)(=O)N1CCOCC1	-17%	-3%	13%	-5%	2%	?	-2%	2%	-4
18	Cc1ccccc1Sc1c(C#N)c(-c2ccccc2)nn1C	-7%	-3%	9%	8%	-13%	-2%	-39%	1%	-1
19	NC(=O)c1ccc(/C(N)=N/S(=O)(=O)c2cc(C(F)(F)F)cc(C(F)(F)F)c2)cc1	-6%	-9%	24%[57.1 µM]	3%[57.1 µM]	-9%	0%	5%	4%	2
20	CC(=O)N1CCCC1c1nc2ccccc2n1Cc1ccccc1 (stereo not drawn)	-31%	3%	7%	0%	-2%	3%	-4%	9%	-2
21	CC(C)c1ccc(NC(=O)CSc2nc(=O)n(CCN3CCOCC3)c3c2CCC3)cc1	-20%	0%	-12%	-12%	-7%	1%	23%	0%	-2
22	COCc1c(C(=O)OCC(=O)c2ccc[nH]2)oc2ccccc12	?	2%	16%	4%	?	0%	-8%	8%	-13
23	N#C/C(=C/c1ccccc1[N+](=O)[O-])C(=O)NCc1ccco1	-18%	-5%	?	0%	-12%	-5%	-8%	-4%	1
24	COc1cc(N=C2C(=O)N3CCCc4cccc2c43)cc(OC)c1	-9%	1%	9%[57.1 µM]	-11%	1%	-2%	-13%	-3%	10
25	CCC(C)NC(=O)CSc1nnc(-c2ccc(Cl)cc2)n1N (stereo not drawn)	-2%	-1%	33%	2%	0%	4%	3%	6%	-1
26	CCOc1cc(C(=O)NC2CC(C)(C)NC(C)(C)C2)cc(OCC)c1OCC	-3%	-3%	3%[57.1 µM]	7%[57.1 µM]	-2%	-5%	23%	1%	-3
27	COc1ccc(CNC(=O)C(=O)NCc2cccnc2)cc1	-16%	1%	14%	10%[57.1 µM]	-10%	-1%	-4%	15%	-7
28	C[C@H](NC(=O)c1ccccc1)C(=O)Nc1nc(-c2ccccn2)cs1	-2%	-6%	9%[57.1 µM]	5%[57.1 µM]	?	-2%	-16%	0%	5
29	Cc1nc2ccccn2c1-c1csc(Nc2cccc(O)c2)n1	-15%	-3%	16%[57.1 µM]	10%	3%	?	-11%	1%	8
30	CCOC(=O)c1cnc(NCc2ccccc2OC)c2ccccc12	?	0%	-2%[57.1 µM]	29%[57.1 µM]	2%	4%	12%	17%	-3
31	Cc1nn(CC(=O)N2CCOCC2)c(C)c1[N+](=O)[O-]	-13%	-3%	16%	3%	-5%	0%	26%	11%	-11
32	Cc1coc2cc3oc(=O)c(CC(=O)N(C)CC(=O)O)c(C)c3cc12	-25%	-2%	-24%	39%[activator]	-12%	0%	-20%[56.9 µM]	6%	-10
33	Cc1ccc(NC(=O)COC(=O)C2CC3CCCC(C2)C3=O)c([N+](=O)[O-])c1 (stereo not drawn)	-1%	1%	23%	2%	1%	-12%	5%	-2%	-8
34	Nc1ccc2nc(SCc3ccccc3F)sc2c1	?	-9%	14%[57.1 µM]	10%[57.1 µM]	-14%	-6%	-35%	15%	3
35	CCc1nnc(NC(=O)CCC(=O)N2CCN(Cc3ccc(OC)c(F)c3)CC2)s1	-2%	-2%	-21%	-1%	-4%	1%	17%	-13%	-5
36	C=CCNc1nc(Cl)nc(NC2CCCCC2)n1	-17%	-1%	18%	6%[57.1 µM]	7%	-3%	-27%	3%	-10
37	CCOC(=O)Cc1csc(NC(=O)CSc2nnnn2-c2ccc(F)cc2)n1	-1%	-2%	6%	0%	1%	1%	-3%	0%	-2
38	CCn1cc(S(=O)(=O)CC(=O)Nc2cc(C)ccc2C)c2ccccc21	-19%	-4%	15%[57.1 µM]	8%[57.1 µM]	3%	0%	5%	12%	-11
39	Cc1ccc(OCc2cc(=O)n3c(-c4ccccc4)csc3n2)cc1	-2%	2%	-12%	-1%	-3%	6%	-9%	-2%	1
40	COc1ccc(OCC(=O)Nn2c(-c3cccc(OC)c3)nc3ccccc3c2=O)cc1	1%	-3%	3%	-2%	0%	1%	-3%	-2%	-5
41	CCc1ccc(CN2CCN(c3ncccn3)CC2)cc1	-15%	0%	22%	7%[2.29 µM]	-3%	2%	14%	0%	-10

By substructure: the compounds so far containing an aryl thioether with sulfur outside any ring
no.	structure	USP1-UAF1 inh	Glioma ERSR ind	rTrxR1 inhibitor	TrxR1 substrate	Vif-A3F inh	Vif-A3G inh	RGS4 inh	IDH1 R132H inh	LDHA inh
4	O=C(CSc1nnc(NC(=O)c2ccco2)s1)Nc1ccccc1Br	-15%	-1%	13%[57.1 µM]	8%[57.1 µM]	-29%	-5%	-7%	-5%	-4
10	CCOC(=O)C1CCCN(C(=O)CSc2ccc(Br)cc2)C1 (stereo not drawn)	-1%	0%	-13%[57.1 µM]	0%[57.1 µM]	-12%	1%	?	20%	-7
18	Cc1ccccc1Sc1c(C#N)c(-c2ccccc2)nn1C	-7%	-3%	9%	8%	-13%	-2%	-39%	1%	-1
21	CC(C)c1ccc(NC(=O)CSc2nc(=O)n(CCN3CCOCC3)c3c2CCC3)cc1	-20%	0%	-12%	-12%	-7%	1%	23%	0%	-2
25	CCC(C)NC(=O)CSc1nnc(-c2ccc(Cl)cc2)n1N (stereo not drawn)	-2%	-1%	33%	2%	0%	4%	3%	6%	-1
34	Nc1ccc2nc(SCc3ccccc3F)sc2c1	?	-9%	14%[57.1 µM]	10%[57.1 µM]	-14%	-6%	-35%	15%	3
37	CCOC(=O)Cc1csc(NC(=O)CSc2nnnn2-c2ccc(F)cc2)n1	-1%	-2%	6%	0%	1%	1%	-3%	0%	-2

Screening results (PubChem)
